# Screens: PubChem BioAssay, several laboratories
# Wee1 stabilizer: human Wee1 degradation inhibition, primary screen; 220,000 tested, 1.2% active; reporter increase, % at 5 µM; HeLa Luc-Wee1K328M stability, luciferase luminescence; 100% = proteasome inhibitor MG132 effect; P30291;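 active = activation above the mean of all tested compounds plus 3 SD, set per screening run, cut at about 8.8% in these data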;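 note: cells exposed to compound for 20 h before luminescence read; 0% = DMSO alone and 100% = MG132 at 30 µM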
# Rad51 HR inh: blocks human Rad51 in homologous recombination; Q06609; hRad51 DNA strand exchange, fluorescence dequenching; inhibition, % at 10 µM; 200,000 tested, 0.085% active;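 active = inhibition above 40% at the single screening dose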;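 note: 0% = DMSO control wells and 100% = blanks with heterologous ssDNA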
#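 material = hRad51 filaments on single-stranded DNA | timing = filaments 15 min 37 °C, then compound 30 min | signal = FRET fluorescence dequenching, excitation 485 nm, emission 520 nm | benchmarks = control wells and blank wells on each plate | evaluation = percent inhibition relative to plate controls and blanks | compound = 10 µM final, single point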
# FXIa inh: inhibitors of human coagulation factor XIa | P03951 | purified FXIa, Boc-Glu-Ala-Arg-AMC fluorogenic substrate | inhibition, % at 5 µM | 220,000 tested, 0.14% active | AID 798;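 active = inhibition of at least 40%; inactive = inhibition below 40%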;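 note: fluorescence of freed AMC excited at 355 nm; 0% = enzyme without compound and 100% = no enzyme blank; many of its hits are not listed in these tables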
# hK5 inh: kallikrein 5 (human) inhibition; inhibition, % at 5 µM; Q9Y337; 210,000 tested, 0.59% active; recombinant hK5, fluorogenic AMC substrate cleavage; AID 873;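 active = inhibition of 40% or more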;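 note: 0% = enzyme controls without compound and 100% = no-enzyme blanks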
# Target sequence (Q9Y337 67-293 limits assumed): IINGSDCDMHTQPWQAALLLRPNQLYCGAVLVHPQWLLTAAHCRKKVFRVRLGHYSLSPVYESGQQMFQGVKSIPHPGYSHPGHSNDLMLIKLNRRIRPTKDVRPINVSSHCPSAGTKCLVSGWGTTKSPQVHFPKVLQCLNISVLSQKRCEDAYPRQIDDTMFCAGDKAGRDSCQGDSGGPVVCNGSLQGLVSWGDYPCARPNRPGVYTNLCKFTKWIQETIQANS
# 14-3-3 Bad PPI: disrupts binding of bovine 14-3-3 zeta to phospho-Bad peptide; P63103; TR-FRET 14-3-3zeta/Dy647-pBad peptide displacement, 1 h; inhibition, % at 21.7 µM; 220,000 tested, 0.71% active;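 active = inhibition above about 70%, limit read from the data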;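 note: 0% = full 14-3-3 plus peptide FRET controls and 100% = background without 14-3-3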
# eIF4E 4G PPI: inhibitors of eIF4E and eIF4G interaction in translation initiation | P63073+Q04637 | TR-FRET eIF4E-eIF4GI(517-606) binding, 2 h | inhibition, % at 21.7 µM | 220,000 tested, 0.37% active | AID 782;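 active = inhibition above about 30%, limit read from the data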;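 note: 0% = full FRET control wells and 100% = background wells lacking eIF4GI fragment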
# FXIIa inh 1536: inhibitors of human coagulation factor XIIa | purified FXIIa, Boc-QGR-AMC fluorogenic substrate, 2 h | inhibition, % at 5 µM | 220,000 tested, 0.3% active | AID 800; in the data active = inhibition above about 40%;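 note: 0% = enzyme with no compound and 100% = blank without enzyme; many of its hits are not listed in these tables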
# p97 ATPase inh: inhibitors of human p97 ATPase. P55072. inhibition, % at 8 µM. 220,000 tested, 0.42% active. recombinant p97 ATPase, Kinase-Glo ATP luminescence, 3 h; in the data active = inhibition above about 15%;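 note: 0% = DMSO vehicle and 100% = wells lacking enzyme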
# Target sequence (P55072 whole entry, looked up): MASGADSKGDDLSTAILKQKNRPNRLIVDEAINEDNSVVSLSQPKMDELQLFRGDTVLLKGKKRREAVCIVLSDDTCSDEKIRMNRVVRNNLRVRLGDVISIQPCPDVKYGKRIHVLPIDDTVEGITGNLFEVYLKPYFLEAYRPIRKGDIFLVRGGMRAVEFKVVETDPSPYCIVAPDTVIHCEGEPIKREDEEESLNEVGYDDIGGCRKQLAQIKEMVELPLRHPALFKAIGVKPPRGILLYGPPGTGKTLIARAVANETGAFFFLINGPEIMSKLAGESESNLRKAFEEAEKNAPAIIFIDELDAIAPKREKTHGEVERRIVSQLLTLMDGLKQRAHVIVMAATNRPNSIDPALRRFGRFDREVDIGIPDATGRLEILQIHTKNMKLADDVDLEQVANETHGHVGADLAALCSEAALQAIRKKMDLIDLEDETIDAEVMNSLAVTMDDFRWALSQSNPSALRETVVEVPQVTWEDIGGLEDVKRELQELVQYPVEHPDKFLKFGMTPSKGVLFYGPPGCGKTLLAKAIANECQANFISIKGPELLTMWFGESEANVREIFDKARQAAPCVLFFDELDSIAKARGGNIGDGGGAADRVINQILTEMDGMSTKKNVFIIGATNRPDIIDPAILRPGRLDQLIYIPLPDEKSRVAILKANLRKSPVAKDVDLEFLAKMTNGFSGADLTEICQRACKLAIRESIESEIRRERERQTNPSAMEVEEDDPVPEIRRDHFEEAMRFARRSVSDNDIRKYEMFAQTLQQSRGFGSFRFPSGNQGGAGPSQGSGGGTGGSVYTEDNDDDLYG
# Mdm2 ligase inh: Mdm2 E3 ligase (human) inhibition; cell-based MDM2 ubiquitination luciferase reporter, 2 h; 0 = plate control, 100 = twice control, blank-subtracted; signal enhancement, % at 5 µM; 210,000 tested, 0.11% active; AID 1230;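 active = signal enhancement of 30% or more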;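 note: luminescence tracks abundance of the self-degrading MDM2-luciferase fusion protein; higher signal means inhibition of MDM2 E3 ligase activity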
#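 test system = mammalian cells stably expressing self-ubiquitinating, self-degrading MDM2 E3–luciferase fusion | quantity = 2000 cells/well | incubation = cell settling 4 h, compound treatment 2 h, both 37 °C | signal = luminescence with SteadyLite reagent, 15 min at room temperature | evaluation = % enhancement relative to plate controls after blank subtraction | benchmarks = plate controls and plate blanks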
# * hit, by the source's call; . = not tested or not shown; [ ] = remark or other dose. Random draw from the library (roughly 3.5% active in at least one column).
SMILES,Wee1 stabilizer,Rad51 HR inh,FXIa inh,hK5 inh,14-3-3 Bad PPI,eIF4E 4G PPI,FXIIa inh 1536,p97 ATPase inh,Mdm2 ligase inh
Cc1ccccc1NC(=O)Cc1nnc(SCC(=O)c2ccc(Br)cc2)n1C,1,-4,0,-1,20[fluorescence artefact?],-3,10,-2,-17
Nn1c(Cc2ccccc2F)nnc1SCCOc1ccc(Cl)cc1,-3,9,-6,-15,-18,-6,-4,-7,1
CCOCCCNC(=O)C(NC(=O)C1CCC(=O)N1)c1ccc(C)cc1 (configuration not stated),0,-1,1,3,7,1[fluorescence artefact?],15,-3,10
CCC(C)NS(=O)(=O)c1ccc(S(=O)(=O)Nc2cc3c(cc2C(C)=O)OCO3)cc1 (configuration not stated),-2,-3,0,3,-1,0,-17,2,-17
COc1cc(CNn2cn[nH]c2=S)cc(Cl)c1OCc1ccccc1,-3,2,1,0,3,-6,1,-1,-6
O=C(NCc1cccnc1)C1CC(=O)N(C2CCCCC2)C1 (configuration not stated),-2,5,8,-20,-15,-1,15,6,-10
COc1ccc(OC)c(NC(=S)N2CCC(C(O)(c3ccccc3)c3ccccc3)CC2)c1,3,-28,2,-6,10[fluorescence artefact?],12,8,2,-3
O=C(CCN1C(=O)c2ccccc2C1=O)N1CCN(c2ccccc2)CC1,2,-6,-14,1,6,-5,5,4,9
O=C(CSc1nc(-c2ccco2)cc(C(F)(F)F)n1)N1CCCc2ccccc21,-3,0,-3,-8,-3,4,9,4,6
Cc1nc(N)nc2c1CCCC2,-1,-4,0,-9,-1,-1,6,4,-8
CCOc1cc(NC(=S)NCC2CCCO2)c(OCC)cc1NC(=O)c1cccc(F)c1 (configuration not stated),0,11,-3,-5,-7,0,0,3,-13
NS(=O)(=O)c1cccc(NC(=O)COC(=O)CC2CC3CCC2C3)c1 (configuration not stated),-3,0,3,3,-2,5,9,2,-11
O=C(O)CCC(=O)NC1CCCCC1,3,6,9,-5,-12,2,22,-1,-11
Cc1ccc(-c2nsc(SCC(=O)Nc3ccc4c(c3)OCO4)n2)cc1,0,3,-1,-3,-4[fluorescence artefact?],-4[fluorescence artefact?],2,8,-5
Cc1[nH]c2ccccc2c1/C=N/NC(=O)CNC(=O)c1ccc2c(c1)OCCO2,4,0,2,3,-3,0,4,8,-8
CCOc1ccc(-n2c(=O)c3c(C)c(C(=O)N(C)C)sc3n(CC(=O)Nc3ccccc3F)c2=O)cc1,-1,10,-4,0,-13,1,6,2,10
CC(CC(=O)Nc1ccc(Cl)c([N+](=O)[O-])c1)c1ccccc1 (configuration not stated),-1,1,3,-10,-7,8,9,-2,-10
CCOc1ccc(N(CC(=O)Nc2ccc(OC)cc2)S(C)(=O)=O)cc1,1,32,8,0,-11,-15[fluorescence artefact?],16,1,9
O=c1c2c(-c3ccc(Cl)cc3)csc2nc2n1CCC2,-3,-5,-4,-6,1,-2,13,-3,-16
Cc1ccc(/C=N/N=C/c2ccc(C)cc2)cc1,0,1,9,-11,-1[fluorescence artefact?],4,10,8,-7
O=C(CN1CCN(c2ccc(Cl)cc2)CC1)NCc1ccccc1,-1,.,0,.,-8,3,5,-3,-8
CCSc1nnc(N(CCC(=O)O)CCC(=O)O)s1,6,0,1,12,18,1[fluorescence artefact?],10,0,-19
COc1ccc(CN(C(=O)/C=C/c2ccco2)C2CCS(=O)(=O)C2)cc1 (configuration not stated),-4,-1,0,-2,-22,3,5,9,-8
COc1ccc(NC(=O)CCC(=O)N(Cc2ccc(OC)c(OC)c2)c2nccs2)c(OC)c1,0,8,-7,9,-6,0,5,-7,-10
Cc1cc(C)nc(NC(=O)c2cccc([N+](=O)[O-])c2C)n1,-2,2,-8,2,-14,3,11,0,-12
Cc1ccc(CSCC(=O)Nc2ccccc2F)cc1,3,7,-2,-4,-9,0,6,0,-4
Cc1c(OCc2nn[nH]n2)ccc2c(-c3ccccc3)cc(=O)oc12,2,-15,5,-7,-15,-3,11,3,-13
CCCc1ccc(-c2c(C)sc(NC(=O)c3ccnn3C)c2C#N)cc1,2,-10,1,4,-13,-1,6,1,-13
O=C(Nc1cc(S(=O)(=O)N2CCOCC2)ccc1N1CCOCC1)C1CCCO1 (configuration not stated),-3,-6,3,-2,-13,2,8,7,7
Cc1c(C(=O)O)cccc1-n1c(C)cc(C=O)c1C,4,-34,-3,3,8,0,4,-5,-16

# Some of these compounds in order of their number in Mdm2 ligase inh, rising.
molecule	Mdm2 ligase inh
Cc1c(OCc2nn[nH]n2)ccc2c(-c3ccccc3)cc(=O)oc12	-13
Cc1cc(C)nc(NC(=O)c2cccc([N+](=O)[O-])c2C)n1	-12
COc1ccc(CN(C(=O)/C=C/c2ccco2)C2CCS(=O)(=O)C2)cc1 (configuration not stated)	-8
CCOc1ccc(N(CC(=O)Nc2ccc(OC)cc2)S(C)(=O)=O)cc1	9

# Some of the entries so far, bar-delimited.
structure | Wee1 stabilizer | Rad51 HR inh | FXIa inh | hK5 inh | 14-3-3 Bad PPI | eIF4E 4G PPI | FXIIa inh 1536 | p97 ATPase inh | Mdm2 ligase inh
Cc1c(OCc2nn[nH]n2)ccc2c(-c3ccccc3)cc(=O)oc12 | 2 | -15 | 5 | -7 | -15 | -3 | 11 | 3 | -13
Cc1cc(C)nc(NC(=O)c2cccc([N+](=O)[O-])c2C)n1 | -2 | 2 | -8 | 2 | -14 | 3 | 11 | 0 | -12
CCCc1ccc(-c2c(C)sc(NC(=O)c3ccnn3C)c2C#N)cc1 | 2 | -10 | 1 | 4 | -13 | -1 | 6 | 1 | -13

# Continued.
SMILES,Wee1 stabilizer,Rad51 HR inh,FXIa inh,hK5 inh,14-3-3 Bad PPI,eIF4E 4G PPI,FXIIa inh 1536,p97 ATPase inh,Mdm2 ligase inh
O=C(Nc1ccccc1N1CCOCC1)c1ccccc1NS(=O)(=O)c1ccc(F)cc1,-2,.,2,6,12,0,13,-1,-22
NC(=O)C1CCN(Cc2nc3ccccc3c(=O)[nH]2)CC1,1,-12,-2,-5,9,2,3,2,.
CN(CC(=O)Nc1ccncc1)S(=O)(=O)c1ccc(Br)cc1,-2,0,1,-3,6,0,12,4,-35
CC(C)(C)c1ccccc1NC(=O)Cn1c(=O)cnc2ccccc21,5,-5,2,-22,-3[fluorescence artefact?],3,10,-5,-14
CSc1nc(N)c2c(C)c(C)sc2n1,-2,.,-2,-9,0[fluorescence artefact?],-2,4,3,-8
COc1ccc(C2=CC(c3sccc3C)n3nnnc3N2)cc1 (configuration not stated),-1,-3,0,0,-1,-3,13,2,-16
COc1cc(C)nc(Oc2ccc(=O)n(C)n2)n1,0,1,4,-7,-9[fluorescence artefact?],-11,14,-3,-8
Nc1cccnc1Sc1cc(Cl)cc(Cl)c1,2,-5,4,-11,5,0,-14,0,-18
COc1ccc(CNc2ccc(Br)cc2)cc1,10*,3,-2,0,-17,1,8,4,-5
N#CCCN(C(=S)NC(=O)c1ccco1)c1ccccc1F,4,2,-2,-6,-5,-1,4,4,8
CC(Cn1nnc2ccccc21)C(=O)O (configuration not stated),-1,9,-4,-5,2,0,2,8,1
C=CCc1cccc(/C=N/c2ncn[nH]2)c1O,7,0,-5,-22,-9[fluorescence artefact?],4,-9,4,-14
CCOC(=O)C(C)Oc1ccccc1C1NC(=O)NC(C)=C1C(=O)Nc1ccc(C)c(C)c1 (configuration not stated),0,-5,-6,2,5,-4,-7,0,4
CC12C(=O)N(c3ccccc3C(=O)O)C(=O)C1C1C=CC2C1 (configuration not stated),-1,-4,3,8,-2,-1,14,1,-15
CCOC(=O)c1cnc2c(-c3cccc(Br)c3)cnn2c1C,7,-4,7,-6,3,-1,14,2,-13
O=c1[nH]n2c(C(F)(F)F)cc(C3CC3)nc2c1N=Nc1ccccc1,0,4,-1,0,-17,0,9,4,21
CN(C)CCNC(=S)Nc1ccccc1C(C)(C)C,1,7,-4,-3,-8,-1,7,2,-15
S=c1nc(-c2cccc(Cl)c2)[nH][nH]1,0,7,5,-3,-19,0,11,6,-28
Nc1nc(-c2ccco2)nn1C(=O)c1cccnc1,0,7,-6,-10,0,0,28,5,-6
CNC(=O)C1(C)C=CCN1C(=O)c1ccccc1 (configuration not stated),3,5,-2,-3,-2,-4,10,2,.
O=Cc1ccc(Sc2nnc(-c3ccccc3)o2)c([N+](=O)[O-])c1,3,0,-7,-11,4,7,11,9,-17
Cc1cccc(N=c2oc3cc(O)ccc3cc2C(N)=O)c1,0,-10,-2,-2,-20[fluorescence artefact?],-3,-17,1,-15
Cc1cccc(/C=N/n2c(C)nnc2C)c1,-2,5,10,10,-5,3,18,4,19
Fc1ccc(C2CC(c3ccc(F)cc3)n3ncnc3N2)cc1 (configuration not stated),-3,3,-10,-16,-9,-1,0,3,-5
CCCN1C(=O)/C(=c2\s/c(=C3\C=Cc4ccccc4N3CC)c(=O)n2-c2ccccc2)SC1=S,0,7,2,3,1,6,2,5,-6
CNC(=O)COC(=O)c1ccccc1NC(=O)c1ccco1,3,6,-2,0,0,1,10,4,-1
Cc1cc(N2CCC(C(=O)NCC3CC3)CC2)nc(-c2ccccc2)n1,-2,10,-1,-16,0,6,12,4,-12
CC(C)[C@H](NC(=O)C1(c2ccccc2)CCN(C(=O)OC(C)(C)C)CC1)C(=O)O,1,-1,-3,-18,-1,-5,12,-6,-12
C=CCN(CC=C)Cc1nc(N)nc(Nc2ccccc2C)n1,-1,19,-1,-7,-16,-5,8,5,-11
O=C(CCC1CCCN(C(=O)c2ccsc2)C1)NCc1ccc(F)c(F)c1 (configuration not stated),-1,5,-3,.,-2,-2,5,-3,-7
O=C(NCCCN1CCOCC1)C(=O)N/N=C/c1ccccc1Cl,1,-14,16,3,-1,5,3,8,-13
CC(C)(C)N(Cc1cc2ccccc2[nH]c1=O)C(=O)c1cccc([N+](=O)[O-])c1,1,.,1,-1,-7,1,5,3,-6
COCCn1c(-c2ccc(C)cc2)nc2oc3cc(OC)ccc3c(=O)c2c1=O,3,-37,1,-1,33,18,7,5,0
O=[N+]([O-])c1cccc(-c2nnc(CNC3CC3)o2)c1,2,12,-4,-3,-6,1,2,8,-8
O=C(CN1CCSCC1)N/N=C/c1ccc(Cl)cc1,3,-2,4,-4,35,-3,11,-1,-1
Clc1ccc(N2CCOCC2)nn1,-2,-3,1,2,-3,0,11,1,-5
Cc1cc(C)c2cc(CN(CCN(C)C)C(=O)Nc3ccccc3Cl)c(=O)[nH]c2c1,2,6,2,6,3,6,16,-4,-4
Cc1cc(-n2c(C)c3c(C)nnc(C)c3c2C)ccc1N,2,-7,2,4,2,12,8,11,-21
CCOC(=O)CCP(=O)(O)C(O)c1ccc(OC)cc1 (configuration not stated),-3,-6,-9,-5,-3,0[fluorescence artefact?],3,0,-18
COc1ccc(C(=O)OCC(=O)NCC2CCCO2)cc1S(=O)(=O)N1CCCc2ccccc21 (configuration not stated),-3,-31,-1,-4,-6,1,4,3,-11
O=C(NCCO)Nc1ccc2nsnc2c1,-1,-14,-3,-3,1,2,1,8,-42
CCOC(=O)c1sc2ccccc2c1OC(=O)c1ccccc1OC,-3,-13,7,0,7[fluorescence artefact?],4,8,2,2
Cc1cccc(Cn2cnc3c(nnn3Cc3ccc(Cl)cc3)c2=O)c1,-1,-3,8,6,-6,-1[fluorescence artefact?],5,-3,0
